PLC-beta3 inh = human PLC-beta3 inhibitors, primary screen, biochemical, fluorescence; hit rate 0.18% among 370,000; 1-phosphatidylinositol 4,5-bisphosphate phosphodiesterase beta-3 (Homo sapiens), Q01970; AID 720704, 2013; inhibition, % at 12.2 µM; Purified PLC-beta3, fluorogenic substrate; in the data active means inhibition above about 11%;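 further: 0% = median of compound wells on plate and 100% = full blocker control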
Tn7 DDE FP = inhibitors of Tn7 peptide binding to fibrin DD(E), primary screen, biochemical, fluorescence polarization, human fibrin, Tn7 probe | FP displacement of FITC-Tn7 peptide from fibrin DD(E); 0% = median of compound wells per plate | inhibition, % at 8.3 µM | hit rate 0.13% among 370,000 | AID 720508, 2013;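 active means inhibition above the mean of compounds falling within the control limits plus 3 SD of them, cut at about 14% in these data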;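 further: 0% = plate median of compound wells and 100% = 10 µM Aha-Tn7 peptide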
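Assay system: human fibrin DD(E) protein / Input: 2 µM fibrin DD(E) / Benchmarks: high control of 10 µM Aha-Tn7 peptide / Measured by: fluorescence polarization of the labelled Tn7 tracer / Medium: Tris buffer with calcium and detergent, pH 7.8 / Timing: 10 min compound pre-incubation, 3 h probe incubation at room temperature / Repeats: one replicate per compound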
DDE Tn6 FP inh = inhibitors of Tn6 peptide binding to fibrin DD(E), primary screen, biochemical, fluorescence polarization, human fibrin, Tn6 probe; Fibrin DD(E) TRITC-Tn6 fluorescence polarization displacement; inhibition, % at 8.3 µM; hit rate 0.21% among 370,000;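 active means inhibition above a per-campaign cutoff: mean of compounds within control limits plus 3 SD, cut at about 15% in these data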;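 further: 0% = median of all compound wells on the plate and 100% = blocking peptide control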
PLCg1 inh = PLC-gamma1 enzyme inhibitors, primary screen, biochemical, fluorescence, purified enzyme; 1-phosphatidylinositol 4,5-bisphosphate phosphodiesterase gamma-1 (Homo sapiens), P19174; fluorogenic substrate; inhibition, % at 12.2 µM; hit rate 0.84% among 370,000; AID 720700, 2013; in the data active means inhibition above about 9.5%
ADAM10 inh = human ADAM10 inhibitors, primary screen, biochemical, QFRET, HTS; recombinant ADAM10, EDANS/DABCYL FRET peptide cleavage, 3 h; inhibition, % at 7 µM; hit rate 0.62% among 370,000;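 active means inhibition above a per-campaign cutoff equal to the mean of compounds falling between control-based bounds plus 3 SD, cut at about 20% in these data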;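 further: 0% = DMSO wells while the 100% control is not disclosed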
ADAM17 inh = ADAM17 inhibitors, primary screen, biochemical, QFRET; recombinant ADAM17, EDANS/DABCYL FRET peptide cleavage; inhibition, % at 6.95 µM; hit rate 0.83% among 370,000; AID 720648, 2013;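 active means inhibition above the mean of compounds lying between control limits plus 3 SD, set per campaign, cut at about 8.5% in these data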;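 further: 0% = DMSO-only wells as the low control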
SIAE inh = human SIAE inhibitors, primary screen, biochemical, fluorescence polarization, FP-Rh probe, 1536-well HTS | hit rate 0.69% among 370,000 | SIAE FP-Rh probe binding | AID 1053197, 2014 | Sialate O-acetylesterase (Homo sapiens), Q9HAT2 | inhibition, % at 9.66 µM;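 active means inhibition above a cutoff: mean of compounds within the control limits plus 3 SD of those, cut at about 17% in these data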;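 further: 0% = plate median of compound wells and 100% = probe without SIAE protein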
ARFGAP1 inhibitor = inhibitors of rat ARFGAP1 GAP activity, primary screen, biochemical, fluorescence polarization, GDP tracer; AID 651572, 2012; hit rate 0.26% among 360,000; inhibition, % at 16.5 µM; Arfgap1-stimulated ARF1 GTP hydrolysis, GDP FP detection;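 active means inhibition above a per-plate limit, mean inhibition of low control wells plus 3 SD, cut at about 25% in these data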;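 further: 0% = DMSO wells with enzyme and 100% = wells lacking Arfgap1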
Target sequence (Q62848 1-136 limits assumed): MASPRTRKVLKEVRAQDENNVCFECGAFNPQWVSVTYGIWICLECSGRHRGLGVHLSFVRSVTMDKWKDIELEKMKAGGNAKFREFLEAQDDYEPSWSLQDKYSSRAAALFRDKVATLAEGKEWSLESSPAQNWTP
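Material: rat Arfgap1 catalytic domain, aa 1-136; also added: human ARF1(Δ1-17)-GTP substrate; compound dosing: one concentration, 16.5 µM, DMSO 1.26%; incubation: GTP hydrolysis reaction 2 h at 25 °C; measured by: Tracer-displacement fluorescence polarization with EDTA stop, 620/688 nm; evaluation: % inhibition from polarization; repeats: one replicate per compound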
ASAP1 inh = inhibitors of human ASAP1 ArfGAP activity, primary screen, biochemical, fluorescence polarization; ASAP1-stimulated ARF1 GTP hydrolysis, GDP FP detection; inhibition, % at 16.5 µM; hit rate 0.19% among 360,000; AID 624377, 2012; in the data active means inhibition above about 25%;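 further: 0% = vehicle with enzyme and substrate and 100% = no enzyme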
Target sequence (Q9ULH1 325-724 limits assumed): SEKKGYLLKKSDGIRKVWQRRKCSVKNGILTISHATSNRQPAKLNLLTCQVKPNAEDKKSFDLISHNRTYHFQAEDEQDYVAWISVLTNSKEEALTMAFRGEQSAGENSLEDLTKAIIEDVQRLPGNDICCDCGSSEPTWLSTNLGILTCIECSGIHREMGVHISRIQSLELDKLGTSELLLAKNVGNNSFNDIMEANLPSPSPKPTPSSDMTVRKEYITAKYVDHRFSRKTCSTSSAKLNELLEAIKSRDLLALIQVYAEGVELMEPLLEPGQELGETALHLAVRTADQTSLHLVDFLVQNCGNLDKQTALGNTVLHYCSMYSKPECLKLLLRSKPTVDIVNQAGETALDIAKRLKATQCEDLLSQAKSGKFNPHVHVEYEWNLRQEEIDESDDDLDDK
TDP2 absorb = human TDP2 enzyme inhibitors, primary screen, biochemical, epi absorbance, recombinant enzyme. AID 720702, 2013. hit rate 0.34% among 370,000. Tyrosyl-DNA phosphodiesterase 2 (Homo sapiens), O95551. T5PNP hydrolysis, p-nitrophenol absorbance 415 nm. inhibition, % at 12.8 µM;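 active means inhibition above the mean of all tested compounds plus 3 SD, set per campaign, cut at about 25% in these data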;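 further: 0% = DMSO with enzyme and 100% = buffer with substrate but no TDP2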
Target sequence (O95551 whole entry, looked up): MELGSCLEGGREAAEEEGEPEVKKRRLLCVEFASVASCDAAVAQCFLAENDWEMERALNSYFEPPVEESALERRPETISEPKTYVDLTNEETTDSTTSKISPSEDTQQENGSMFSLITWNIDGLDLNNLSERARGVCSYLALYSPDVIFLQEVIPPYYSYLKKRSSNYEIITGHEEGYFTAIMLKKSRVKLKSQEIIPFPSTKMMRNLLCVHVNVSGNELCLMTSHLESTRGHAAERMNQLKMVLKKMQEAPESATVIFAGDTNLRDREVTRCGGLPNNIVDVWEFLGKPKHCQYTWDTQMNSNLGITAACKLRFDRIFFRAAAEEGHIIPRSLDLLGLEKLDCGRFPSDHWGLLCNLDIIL
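System: recombinant human TDP2 / Amount: 120 nM TDP2 per well / Also added: 5 mM T5PNP chromogenic substrate / Doses: 12.8 µM single point, 1% DMSO / Incubation: 2 h at 37 °C / Detection: p-Nitrophenol epi absorbance / Evaluation: % inhibition relative to enzyme-containing and enzyme-free wells / Repeats: singlicate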
* marks the source's active call; other numbers are inactive results; i = inactive; / = not tested or not shown.

SMILES | PLC-beta3 inh | Tn7 DDE FP | DDE Tn6 FP inh | PLCg1 inh | ADAM10 inh | ADAM17 inh | SIAE inh | ARFGAP1 inhibitor | ASAP1 inh | TDP2 absorb
Cc1nc(C)c(C(=O)Nc2ncc([N+](=O)[O-])s2)o1 | -10 | -4 | 5 | 0 | 4 | 2 | 0 | -1 | -3 | -9
Cn1cc(Br)c(C(=O)NC2CCCCCC2)n1 | -9 | 3 | 8 | -4 | -10 | -6 | 3 | -3 | -3 | -1
CCC(c1nnc(SCC(=O)NCCc2ccc(OC)c(OC)c2)n1Cc1ccccc1)N(C)C (stereo not drawn) | 3 | 1 | -1 | 1 | 3 | -1 | 1 | -9 | 5 | 4
CC1(C)OC(=O)C2=C(C[C@@H](C3CC3)O[C@H]2c2ccc(Cl)cc2)O1 | 1 | 3 | 6 | 0 | -15 | -5 | 8 | 11 | -5 | -11
COc1ccc(CCNC(=O)c2cccs2)cc1OC | -5 | -1 | -9 | -2 | -6 | -8 | -1 | -11 | -7 | 4
COc1cc(OC)c(OC)cc1CNC1CCCCCC1 | 5 | -6 | 5 | 2 | 0 | -3 | 6 | 2 | -7 | 9
Cc1ccc(C)c(N(CC(=O)NCc2ccco2)C(=O)CNS(=O)(=O)c2ccc(F)cc2)c1 | -8 | -8 | 1 | 1 | -2 | 0 | 5 | -15 | 2 | 3
CCOc1cc(/C=N/NC(=O)C(=O)NCCCOC(C)C)cc(Br)c1O | 0 | -2 | 0 | 3 | 8 | 8 | -11 | -9 | 7 | -22
Cc1ccsc1/C=N/N1CCN(c2ccccn2)CC1 | -7 | 4 | -1 | 3 | -3 | -2 | 0 | 13 | -2 | -3
CC(=O)N1CCN(S(=O)(=O)c2cccc(C(=O)OCC(=O)Nc3c(Cl)cccc3C(F)(F)F)c2)CC1 | 1 | 3 | 7 | 4 | -8 | -6 | 8 | -4 | -7 | 6
CCC(c1nc2ccccc2c(=O)n1-c1cccnc1)N1C(=O)c2ccccc2C1=O (stereo not drawn) | 0 | 4 | 0 | 3 | -1 | -4 | 3 | 7 | -10 | -2
Cc1ccc(S(=O)(=O)N/N=C/c2cccn2-c2ccc(Cl)cc2)cc1 | -2 | 5 | 4 | -3 | 11 | 2 | 3 | 8 | 0 | -3
CC(=O)Nc1ccc(OCC(=O)N2CCC(Cc3ccccc3)CC2)cc1 | -4 | -7 | -9 | 2 | -1 | -4 | -10 | -4 | 9 | -3
O=C1C=C(c2ccc(Cl)c(C(F)(F)F)c2)C[C@@H](c2ccc(Cl)cc2)C1 | 2 | -7 | -2 | 3 | 11 | 1 | -11 | 4 | -3 | -3
N#Cc1c(SCC(=O)Nc2nc3ccccc3s2)sc2c(O)cc(=O)[nH]c12 | -78 | 8 | -16 | -27 | -34 | -5 | -42 | 3 | 1 | -2
Cc1ccc2nc(-c3ccc(F)cc3)c(Cc3ccccn3)n2c1 | -60 | -3 | 3 | -44 | -118 | -31 | 3 | -6 | 1 | 1
C[C@@H]1CN([C@H](C)CO)C(=O)CCCn2nncc2CO[C@H]1CN(C)Cc1ccccc1C(F)(F)F | 1 | -4 | 3 | -1 | -2 | 3 | -4 | 12 | -4 | 4
CC(C)NC(NC(=O)Cc1ccccc1)C(Cl)(Cl)Cl (stereo not drawn) | 2 | 4 | 7 | -2 | -12 | 0 | 0 | 1 | 4 | -1
CCN(CC)C(=O)c1oc(=O)c2ccccc2c1-c1ccc(C)cc1 | 6 | -4 | 3 | 6 | 12 | 1 | -2 | / | / | -7
COc1cc([N+](=O)[O-])ccc1NC(=O)CC1SC(=Nc2ccc(F)cc2)N(CCC2=CCCCC2)C1=O (stereo not drawn) | 1 | -1 | 3 | 2 | 1 | 0 | -26 | -3 | 6 | 0
O=C(N=C1c2ccccc2CN1c1cccc(Cl)c1)c1cccnc1 | -1 | -6 | -5 | 6 | 1 | 6 | -9 | 2 | 4 | -5
CCN(CC)S(=O)(=O)c1ccc(N2CCOCC2)c(NC(=O)c2sccc2C)c1 | -9 | 0 | -5 | -8 | -4 | 2 | -5 | 2 | 0 | -10
Cc1c(NC(=O)c2cccc(NC(=O)COc3ccc(C#N)cc3)c2)c(=O)n(-c2ccccc2)n1C | -2 | 4 | -3 | -4 | -6 | -3 | -2 | 7 | 10 | -7
COc1ccc(F)cc1CN1CCN(CC(=O)Nc2ccccc2C(=O)NC2CC2)CC1 | 1 | 1 | -3 | 1 | -8 | -4 | 4 | -10 | 6 | 0
Cc1onc(-c2ccccc2Cl)c1C(=O)OCC(=O)Nc1ccc2c(c1)OCO2 | -2 | 6 | 2 | 0 | -3 | -1 | 0 | 10 | 5 | -4
Fc1ccc(-c2nnc(N3CCOCC3)c3ccccc23)cc1F | -13 | 7 | 6 | -6 | 4 | -3 | -2 | 2 | -4 | -12
CN(Cc1cnccn1)C(=O)CC1C(=O)NCCN1Cc1ccc(F)cc1Cl (stereo not drawn) | -31 | 1 | -4 | -22 | -54 | -17 | 10 | -5 | 1 | 0
CCOc1ccc(C(C#N)N2CCOCC2)cc1OC (stereo not drawn) | -1 | 2 | 4 | 2 | 2 | -2 | 4 | 4 | 0 | 12
COc1ccc(C)cc1NC(=S)N1CCN(S(C)(=O)=O)CC1 | 0 | -1 | 3 | 0 | -5 | 1 | 4 | 4 | -3 | 6
COc1ccc(-n2c(SCC(=O)N/N=C(/C)c3cccc(O)c3)nc3ccccc3c2=O)cc1 | 2 | -5 | 9 | -2 | 4 | -2 | -2 | / | / | 5

Just Tn7 DDE FP, PLCg1 inh and ARFGAP1 inhibitor (five entries from above):
| canonical_smiles | Tn7 DDE FP | PLCg1 inh | ARFGAP1 inhibitor |
| --- | --- | --- | --- |
| Cc1c(NC(=O)c2cccc(NC(=O)COc3ccc(C#N)cc3)c2)c(=O)n(-c2ccccc2)n1C | 4 | -4 | 7 |
| COc1ccc(-n2c(SCC(=O)N/N=C(/C)c3cccc(O)c3)nc3ccccc3c2=O)cc1 | -5 | -2 | / |
| O=C(N=C1c2ccccc2CN1c1cccc(Cl)c1)c1cccnc1 | -6 | 6 | 2 |
| CN(Cc1cnccn1)C(=O)CC1C(=O)NCCN1Cc1ccc(F)cc1Cl (stereo not drawn) | 1 | -22 | -5 |
| CCOc1ccc(C(C#N)N2CCOCC2)cc1OC (stereo not drawn) | 2 | 2 | 4 |

Three structures out of the list, sorted by molecular weight, smallest number first.
SMILES | PLC-beta3 inh | Tn7 DDE FP | DDE Tn6 FP inh | PLCg1 inh | ADAM10 inh | ADAM17 inh | SIAE inh | ARFGAP1 inhibitor | ASAP1 inh | TDP2 absorb
CCOc1cc(/C=N/NC(=O)C(=O)NCCCOC(C)C)cc(Br)c1O | 0 | -2 | 0 | 3 | 8 | 8 | -11 | -9 | 7 | -22
Cc1ccc(C)c(N(CC(=O)NCc2ccco2)C(=O)CNS(=O)(=O)c2ccc(F)cc2)c1 | -8 | -8 | 1 | 1 | -2 | 0 | 5 | -15 | 2 | 3
COc1ccc(-n2c(SCC(=O)N/N=C(/C)c3cccc(O)c3)nc3ccccc3c2=O)cc1 | 2 | -5 | 9 | -2 | 4 | -2 | -2 | / | / | 5

Additional compounds.
SMILES | PLC-beta3 inh | Tn7 DDE FP | DDE Tn6 FP inh | PLCg1 inh | ADAM10 inh | ADAM17 inh | SIAE inh | ARFGAP1 inhibitor | ASAP1 inh | TDP2 absorb
CCCCN(C(=O)Nc1ccc(OCC)cc1)C1CCN(C(C)=O)CC1 | 2 | 2 | 10 | 1 | -3 | -6 | -1 | -7 | -10 | 10
CCCOc1ccccc1Nc1nnc(C)c(=O)[nH]1 | -1 | -1 | 10 | 0 | -10 | -5 | 2 | -6 | -1 | -3
Oc1ccc(-c2nc3ncccn3c2Nc2ccc3c(c2)OCCO3)cc1 | -7 | 2 | -1 | -4 | 7 | 3 | 4 | -9 | 2 | 0
Cc1cccc(-c2nc3ccc(C(=O)NCCN4CCN(C)CC4)cc3nc2-c2cccc(C)c2)c1 | -176 | -2 | -5 | -97 | i | -233 | -4 | -3 | 9 | 0
COc1cc(CN(C)Cc2cc(=O)n3ccsc3n2)ccc1OC(F)F | -10 | -1 | 2 | -8 | -23 | -12 | 3 | -2 | 3 | 11
CCc1cccc(CC)c1NC(=O)C1CCN(C(=O)c2ccco2)CC1 | -2 | 1 | 0 | -2 | -7 | 0 | 0 | 1 | 0 | -3
COC(=O)C1=C(C(=O)OC)[C@@H]2N(C)c3ccccc3[C@@]23C[C@@H](CO)N(C(=O)NCCBr)C3=N1 | 1 | 1 | 0 | 0 | 2 | -1 | 9 | 8 | 20 | 9
CC1CCCN(S(=O)(=O)c2ccc(NC(=O)CN3CCCCC3)cc2)C1 (stereo not drawn) | -5 | -1 | 4 | 2 | 0 | -3 | -6 | 4 | 6 | 7
CCCOc1ccc(C(=O)NCCN2CCOCC2)cc1 | -1 | 6 | -2 | 3 | 4 | -1 | -3 | -17 | 15 | 9
Cc1ccc(S(=O)(=O)NC(C)(C)CSc2ncccn2)cc1 | 4 | -3 | 2 | 1 | 7 | -4 | -7 | -1 | -1 | -5
CCN(CC)C(=O)Cn1c(=O)n(CCCCCC(=O)Nc2ccccc2)c(=O)c2sccc21 | 0 | -1 | -1 | 2 | -3 | -3 | -1 | -5 | 3 | 4

Screening results (PubChem BioAssay)
